Compound activity: PubChem BioAssay, Sanford-Burnham Center for Chemical Genomics
Gli-Sufu block = Gli-Sufu pathway antagonism | Sufu-KO-LIGHT fibroblasts, Gli luciferase reporter luminescence | inhibition, % at 5 µM | 340,000 compounds, 0.74% hits | AID 588413;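 active = inhibition above about 55%, limit read from the data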;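 also: 0% = DMSO-treated cells and 100% = wells with medium but no cells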
UBC13 inh = blocks human UBC13 polyubiquitin chain formation. 330,000 compounds, 0.47% hits. P61088. inhibition, % at 20 µM. TR-FRET; in the data active = inhibition above about 45%, passing the limit was not always enough
Target sequence (P61088 whole entry, looked up): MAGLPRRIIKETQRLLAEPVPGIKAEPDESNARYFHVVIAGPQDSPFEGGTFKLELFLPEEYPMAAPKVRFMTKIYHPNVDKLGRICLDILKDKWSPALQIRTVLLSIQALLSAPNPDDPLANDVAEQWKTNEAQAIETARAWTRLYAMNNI
Jurkat NFkB inh = lowers PMA/ionomycin-induced NF-kB signal in Jurkat cells; PMA/ionomycin-induced NF-kB luciferase reporter, luminescence; inhibition, % at 4 µM; 330,000 compounds, 0.53% hits; in the data active = inhibition above about 50%
CXCR6 block = blocks human CXCR6 beta-arrestin recruitment; inhibition, % at 20 µM; CHO-K1 PathHunter CXCR6 beta-arrestin, luminescence; O00574; 360,000 compounds, 0.36% hits; in the data active = inhibition above about 34%, passing the limit was not always enough;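 also: antagonist mode with CXCL16 agonist at 10 nM final; 0% = 10 nM CXCL16 with DMSO and 100% = unstimulated wells without agonist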
Target sequence (O00574 whole entry, looked up): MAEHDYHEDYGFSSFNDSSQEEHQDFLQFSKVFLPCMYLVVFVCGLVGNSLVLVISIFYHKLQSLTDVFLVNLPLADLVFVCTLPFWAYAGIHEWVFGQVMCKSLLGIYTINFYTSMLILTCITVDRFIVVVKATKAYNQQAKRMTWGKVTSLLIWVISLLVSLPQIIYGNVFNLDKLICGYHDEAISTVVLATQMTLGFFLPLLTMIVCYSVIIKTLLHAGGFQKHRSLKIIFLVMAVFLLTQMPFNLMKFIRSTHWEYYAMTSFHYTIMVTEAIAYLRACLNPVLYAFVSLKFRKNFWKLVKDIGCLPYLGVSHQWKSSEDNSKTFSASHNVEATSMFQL
APJ antagonist = APJ receptor antagonism; CHO-K1 APJ beta-arrestin complementation, luminescence; inhibition, % at 20 µM; AID 2521; 330,000 compounds, 0.32% hits;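 active = inhibition above about 40% at 20 µM, limit read from the data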;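 also: cells challenged with 10 nM apelin-13 agonist together with compound; plate controls were apelin-13 plus DMSO wells for no effect and DMSO wells lacking apelin-13 for full effect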
697 NFkB inh = inhibitors of the PMA/ionomycin-induced NF-kB reporter in 697 B cells | 697 B-cell NF-kB luciferase reporter, 16 h | inhibition, % at 4 µM | 330,000 compounds, 0.33% hits; in the data active = inhibition above about 35%
CCR6 antagonist = antagonists of human CCR6 receptor; P51684; CHO-K1 CCR6 PathHunter beta-arrestin, luminescence, CCL20-stimulated; inhibition, % at 20 µM; 340,000 compounds, 0.49% hits; AID 493098;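 active = compounds whose inhibition of the agonist-driven luminescence signal at 20 µM reaches about 50%, limit read from the data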;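 also: cells stimulated with CCL20 at 14 nM final; plate controls were DMSO with CCL20 for no effect and DMSO without agonist for full effect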
EBI2 antag = EBI2 (human) antagonism | EBI2 beta-arrestin recruitment, luminescence, 7a,25-OHC stimulated | inhibition, % at 5 µM | 360,000 compounds, 0.81% hits; in the data active = inhibition above about 38%;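 also: enzyme fragment complementation signal reports receptor beta-arrestin coupling in cells; 0% = agonist plus DMSO wells and 100% = wells without agonist; some results beyond the cut were filed as inactive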
Target sequence (P32249 whole entry, looked up, the tested form may be a part): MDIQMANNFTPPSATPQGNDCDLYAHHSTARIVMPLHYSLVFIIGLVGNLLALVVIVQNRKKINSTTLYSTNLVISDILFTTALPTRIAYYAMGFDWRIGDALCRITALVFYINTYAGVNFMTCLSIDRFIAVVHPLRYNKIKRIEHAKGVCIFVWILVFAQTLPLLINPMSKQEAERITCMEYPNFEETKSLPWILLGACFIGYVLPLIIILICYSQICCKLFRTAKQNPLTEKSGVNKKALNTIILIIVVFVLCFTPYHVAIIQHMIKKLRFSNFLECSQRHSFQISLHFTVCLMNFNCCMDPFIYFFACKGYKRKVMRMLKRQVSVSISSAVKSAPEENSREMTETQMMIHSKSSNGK
An asterisk follows results filed as active; nt = no result given.

SMILES	Gli-Sufu block	UBC13 inh	Jurkat NFkB inh	CXCR6 block	APJ antagonist	697 NFkB inh	CCR6 antagonist	EBI2 antag
O=C(COC(=O)c1ccc(F)c(S(=O)(=O)N2CCOCC2)c1)c1ccc(Br)cc1	0	2	21	8	8	8	11	5
CC(=O)N1CCN(c2ccccc2NC(=O)COc2cc(C)ccc2C(C)C)CC1	13	5	-1	7	6	-13	31	21
O=C(COc1ccc2c3c(c(=O)oc2c1)CCC3)N1CCN(c2ccccc2)CC1	-7	-2	9	1	18	11	9	3
c1ccc(Nc2c(-c3ccco3)nc3ccccn23)cc1	-13	4	-14	-1	5	-18	5	-6
CC(=O)N=C1SC2CS(=O)(=O)CC2N1c1ccc(-c2nc3ccc(C)cc3s2)cc1 (stereo unspecified)	nt	1	-59	nt	-23	-185	nt	nt
CC(=O)Nc1cccc(N=NN2CCCCC2)c1	1	-6	-13	-6	1	0	-13	-18
O=c1[nH]c(CN2CCOCC2)nc2cc(Cl)ccc12	-1	1	0	-1	3	8	-2	-3
CN(CCC#N)C(=O)Cn1nc(Cc2ccncc2)c2ccccc2c1=O	-6	-4	8	3	1	-2	5	0
O=C(CN1CCOc2ccccc21)NCc1cccs1	-3	-15	-33	11	4	-1	12	-5
O=C(C[C@H]1C[C@H](C(=O)N2CCCCC2)[C@@]2(CCc3ccccc3)c3[nH]c4ccc(Cl)cc4c3CCN2C1=O)NCCCn1ccnc1	13	nt	nt	-2	nt	10	21	-2
Cc1cc(C(=O)CCC(=O)NNC(=O)c2ccccc2O)c(C)s1	-3	-2	4	6	8	-9	5	-9
COc1ccccc1Nc1ccc(NS(=O)(=O)c2ccc(C(C)=O)cc2)cc1	-3	3	16	-3	10	-4	15	5
Cc1ccc(C(=O)ONc2ccc(N=O)cc2)cc1	65*	-10	6	-8	-14	-7	7	-5
OC(c1ccc(F)cc1)C(CN1CCOCC1)c1ccccc1 (stereo unspecified)	13	-6	2	-4	8	-3	8	-19
OC(COCc1ccco1)CN1CCN(C(c2ccccc2)c2ccccc2)CC1 (stereo unspecified)	-1	-2	-14	1	8	-12	5	-1
CCOc1ccc(S(N)(=O)=O)cc1-c1nc2c(C(C)(C)C)nn(C)c2c(=O)[nH]1	16	7	-5	-1	5	5	4	1
N#Cc1ccccc1NC(=O)C(=O)NCCCN1CCCC1=O	-17	2	7	6	15	-15	3	1
c1ccc(Cn2ncc3c(NCc4ccco4)ncnc32)cc1	0	5	0	-3	4	17	0	-7
CCOC(=O)c1ccccc1NS(=O)(=O)c1ccc(OC)cc1	5	-2	38	3	5	-15	3	4
O=C(NCCO)/C(=C\c1ccc([N+](=O)[O-])o1)NC(=O)c1ccccc1	2	-8	6	-5	-32	15	-19	-3
CN1CCOC1c1ccc(C2OCCN2C)cc1 (stereo unspecified)	-8	nt	nt	-5	nt	nt	-3	4
CC1C(=O)NN=C1C(=O)N/N=C/c1cccs1 (stereo unspecified)	1	-13	-5	3	-7	-6	-2	3
COc1ccc(N2CCN(C(=O)c3ccc(C)cc3)CC2)c([N+](=O)[O-])c1	1	-5	1	5	14	1	6	19
O=C(CNC(=O)c1ccccc1F)NCCc1ccc(Cl)cc1Cl	0	0	-13	5	0	13	15	8
CC(C)(C(=O)O)n1cncn1	-1	5	1	1	-3	4	7	-1

The list goes on:
SMILES	Gli-Sufu block	UBC13 inh	Jurkat NFkB inh	CXCR6 block	APJ antagonist	697 NFkB inh	CCR6 antagonist	EBI2 antag
Cc1cc(N2CC(C)OC(C)C2)nc(C(C)C)n1 (stereo unspecified)	52	10	1	3	0	7	18	10
CCOc1ccc2[nH]c(=O)c(CN(CC3CCCN3CC)C(=O)NCc3ccccc3)cc2c1 (stereo unspecified)	-22	14	8	8	23	11	-24	-12
CCN(CC)C(=O)c1c[nH]c2ccc(S(=O)(=O)Nc3cc(C)cc(C)c3)cc2c1=O	-12	-4	4	3	4	6	-8	5
CCC(=O)c1ccc(OC(=O)c2cccs2)cc1	6	-3	-12	-6	-9	-1	-1	-6
Cc1oc(-c2ccc(Cl)cc2)cc1-c1nn2c(-c3ccoc3C)nnc2s1	-2	28	7	2	10	31	-8	6
N#C/C(=C\c1c(N2CCC(C(N)=O)CC2)nc2ccccn2c1=O)S(=O)(=O)c1ccc(Cl)cc1	1	-2	0	6	5	-3	4	4
CC[N+](C)(CC)CC(O)COCC1COc2ccccc2O1 (stereo unspecified)	-11	9	-6	-2	-10	-12	-5	-2
COC(=O)c1cccc(NC(=O)Nc2ccc(Cl)cc2Cl)c1	-23	5	-1	-9	-13	-9	-6	-10
Cc1nc(-c2c(-c3ccc(O)cc3O)noc2C(F)(F)F)cs1	3	0	-5	-9	-5	-88	15	3
COc1ccccc1CNC(=O)CN1NS(=O)(=O)c2ccccc2C1=O	2	-10	-12	-2	7	4	1	-7
CC1=C(C(=O)N(C)C)C(c2cccc(Cl)c2)NC(=O)N1 (stereo unspecified)	29	-2	12	-2	11	18	11	-2
N=c1n(CCN2CCCCC2)c2ccccc2n1CC(=O)c1cccs1	10	13	0	7	-20	9	15	-7
COc1ccc(S(=O)(=O)N2CCOCC2)cc1NC(=O)Cn1nnc2ccccc2c1=O	7	-6	1	2	2	7	7	-4
Cc1ccc2c(c1)-n1c(nc3ccccc3c1=O)C(Cc1ccccc1)NC2=O (stereo unspecified)	nt	19	20	nt	4	-1	nt	nt
O=[N+]([O-])c1ccc(Nc2nc(NC3CCCCC3)nc(N3CCCC3)n2)cc1	14	0	-10	3	2	-25	16	24
COc1ccccc1/C=C/C(=O)Oc1cccc2cccnc12	1	1	-3	3	1	-11	13	0
CC(C(=O)N1CCCC1)N(C)CC(=O)Nc1cccc(F)c1 (stereo unspecified)	-10	-4	-13	2	7	4	-10	-14
CC1=C([N+](=O)[O-])C(c2ccccc2Cl)NC(=O)N1 (stereo unspecified)	23	-2	-5	-6	12	4	-2	-3
COc1cccc(NC(=O)C2CCOC2=O)c1 (stereo unspecified)	3	2	-3	-6	-23	5	-14	-11
CCC(=O)OCOc1ccc(/C=C2/CCC(CN(C)C)C2=O)cc1 (stereo unspecified)	-4	nt	nt	82*	nt	nt	90*	19
CCN1CCN(c2c(Cl)cccc2NC(=O)c2ccc3nsnc3c2)CC1	25	0	-5	8	-9	-2	19	8
Cc1nn(C(=O)c2nn(C)cc2Cl)c(C)c1Br	3	-3	7	-3	-6	-20	10	-13
CC1=C(C(=O)OC(C)C)C(c2ccc(C)o2)NC(=O)N1 (stereo unspecified)	1	0	-10	-8	12	8	12	-1
O=C(Nc1ccccc1)c1ccccc1CC[N+](=O)[O-]	3	-5	-3	0	-9	-2	-5	1
COc1ccc(C(=O)N2CCCCCCC2)cc1OC1CCN(C(C)C)CC1	65*	-4	-18	4	11	-21	12	-5

5 of the entries above in order of the UBC13 inh value, rising.
Structure	UBC13 inh	Jurkat NFkB inh	CXCR6 block	APJ antagonist	697 NFkB inh	CCR6 antagonist	EBI2 antag
COc1ccccc1CNC(=O)CN1NS(=O)(=O)c2ccccc2C1=O	-10	-12	-2	7	4	1	-7
COc1ccc(N2CCN(C(=O)c3ccc(C)cc3)CC2)c([N+](=O)[O-])c1	-5	1	5	14	1	6	19
CCN(CC)C(=O)c1c[nH]c2ccc(S(=O)(=O)Nc3cc(C)cc(C)c3)cc2c1=O	-4	4	3	4	6	-8	5
O=c1[nH]c(CN2CCOCC2)nc2cc(Cl)ccc12	1	0	-1	3	8	-2	-3
CC(C)(C(=O)O)n1cncn1	5	1	1	-3	4	7	-1

Copied from the list.
`COc1cccc(NC(=O)C2CCOC2=O)c1` (stereo unspecified) | Gli-Sufu block: 3
`CCN1CCN(c2c(Cl)cccc2NC(=O)c2ccc3nsnc3c2)CC1` | Gli-Sufu block: 25

Next section.
SMILES	Gli-Sufu block	UBC13 inh	Jurkat NFkB inh	CXCR6 block	APJ antagonist	697 NFkB inh	CCR6 antagonist	EBI2 antag
CN(CC(=O)Nc1ccc(F)cc1)CC(=O)N1CCCCCC1	-2	-6	6	0	4	-6	8	0
Cn1nnnc1Sc1ncnc2scc(-c3ccc(-c4ccccc4)cc3)c12	5	8	1	8	9	6	11	4
O=C(Nc1cccc(O)c1)c1noc2c1CCc1ccccc1-2	-84	-3	-115	-11	-8	-85	-6	12
COc1ccccc1-c1nnc(SCC(=O)Nc2nc(-c3ccccc3)cs2)n1C	6	-3	2	-18	4	-35	0	9
CN(CCc1ccccn1)C(=O)Nc1ccc(C(C)(C)C)cc1	-5	-3	-10	0	-1	-3	9	2
CCn1c(C)nc2cc(NC(=O)Nc3cccc(C(C)=O)c3)ccc21	0	2	-47	9	-3	-45	0	-7
CCOc1ccc(NC(=O)CN2CCN(CC(=O)Nc3ccc(N(C)C)cc3)CC2)cc1	-9	4	-11	1	2	-12	3	9
O=C(C1=C(O)C(=O)N(CCN2CCOCC2)C1c1cccc(Br)c1)c1cccs1 (stereo unspecified)	-16	-3	11	-8	5	14	3	-3
COc1ccccc1C(CC(N)=O)c1ccco1 (stereo unspecified)	-4	-2	-6	-2	6	6	-8	-6
O=[N+]([O-])c1cccnc1N1CCN(Cc2ccc3c(c2)OCO3)CC1	-13	-12	8	4	9	-12	3	1
NC(=O)c1ccc(N=C2C(=O)Nc3ccc([N+](=O)[O-])cc32)cc1	6	-55	-7	-8	9	-7	17	1
FC(F)Sc1ccc(NC(=S)NC2CCCCC2)cc1	-21	3	-66	57*	-5	-59	-11	7
Cn1cnc2cc(NS(=O)(=O)c3ccc(Br)cc3)ccc21	-1	-6	-16	7	-11	7	-1	-5
CS(=O)(=O)N(Cc1ccc(Cl)cc1)c1ccc(C(=O)Nc2cccnc2)cc1	6	2	6	-7	4	5	2	-1
C/C(=N\NC(=O)CCc1ccc(S(=O)(=O)N2CCOCC2)cc1)c1ccc(OC(F)F)cc1	-2	-12	-4	-2	-8	7	1	5
Cc1cccc(N2CCN(C(=O)C3CCN(S(=O)(=O)c4cccnc4)CC3)CC2)c1C	12	-2	3	-7	-8	1	8	18
O=C(OCC(F)(F)C(F)F)c1ccccc1C(=O)Oc1ccc(F)cc1F	-1	2	5	19	-6	11	4	-23
N#C/C(=C\c1ccccc1)C(=O)NC(=O)Oc1ccccc1	-8	3	5	-8	10	16	-1	-28
C[N+](C)(C)CC(=O)N/N=C/c1c2ccccc2cc2ccccc12	-24	-2	0	0	-13	8	-5	3
CC(C)OP(=O)(c1ccc(N(C)C)cc1)C(O)c1ccc(C(C)C)cc1 (stereo unspecified)	6	5	5	0	4	-2	6	-2
Cc1ccc(C(=O)NCCc2nnc3ccc(SCC(=O)Nc4c(C)cc(C)cc4C)nn23)cc1	4	-3	4	5	5	-14	7	-2
Cc1ccc(C(=O)c2oc3ccccc3c2N)cc1	-79	6	-28	3	21	-16	7	-1
CCN1CCN(S(=O)(=O)c2ccc(F)c(C(=O)Nc3c(F)cc(F)cc3Br)c2)CC1	9	0	5	1	-26	15	-2	-15
CCc1cccc2c(N=O)c(O)[nH]c12	2	0	4	-3	1	26	-8	-6
COc1ccc(C(=O)NC2CCN(C(=S)Nc3ccccc3)CC2)cc1	17	0	-16	9	1	9	-1	0

Continued:
SMILES	Gli-Sufu block	UBC13 inh	Jurkat NFkB inh	CXCR6 block	APJ antagonist	697 NFkB inh	CCR6 antagonist	EBI2 antag
CCOc1ccc(N(C(C)C(=O)N/N=C(\C)c2cccc(NC(=O)c3ccccc3)c2)S(C)(=O)=O)cc1 (stereo unspecified)	8	-10	-2	-7	-11	-24	-5	-17
COc1ccc(-n2nc3c(c2NC(=O)COc2ccccc2)CS(=O)C3)cc1 (stereo unspecified)	2	-7	12	2	2	-13	7	-2
Cc1ccc(-c2ccc(=O)n(CC(=O)N3CCN(c4cc(Cl)ccc4C)CC3)n2)cc1	-2	1	10	32	11	-5	1	6
COCCCNC(=O)c1ccccc1Sc1ccc(NC(C)=O)nc1	-2	-1	-12	-8	12	1	-11	-2
COCCNc1nnc(SCC(=O)N(C)c2c(N)n(Cc3ccccc3)c(=O)[nH]c2=O)s1	-6	3	-2	1	-36	16	-5	-11
C=CCOc1ccc(/C=C/C(=O)OCC(=O)NNC(=O)c2ccccc2F)cc1	2	-7	5	-7	5	3	-3	-2
COc1ccc(C=CC(O)CCN2CCC3CCC(C3)C2)cc1 (stereo unspecified)	5	nt	nt	-3	nt	nt	16	5
Cc1ccc(-n2nnc(-c3nccn3C)n2)cc1	-91	8	-49	-4	12	-69	1	-7
O=C(COc1cc2oc(=O)cc(-c3ccccc3)c2cc1Cl)NCCN1CCOCC1	17	2	2	11	13	-13	0	10
CCCCn1c(SCC(=O)/C(C#N)=C(\C)N)nc2ccccc2c1=O	-2	1	-6	4	1	-26	9	-3
